APP 5'UTR act: activates APP 5'UTR luciferase reporter; SH-SY5Y APP 5'UTR luciferase reporter, luminescence; zero percent = DMSO vehicle wells; activation, % at 2 µM; hit rate 1% among 190,000; AID 1276;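 active means activation above a set limit, based on mean plus 3 SD of controls, cut at about 140% in these data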; further: values of inactives mirror those of a sister screen read the other way
ROMK mod: human ROMK K+ channel modulation, primary screen; AID 1918; B-score at 10 µM; hit rate 2% among 130,000; Tet-inducible ROMK, thallium flux fluorescence; actives lie on both sides;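 active means signal ratio slope over the read window, or its plate-corrected B-score, at least 3 SD from the plate mean, either direction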;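 further: B-score of the F/F0 ratio slope over 7 to 12 s after thallium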
Target sequence (P48048 whole entry, looked up): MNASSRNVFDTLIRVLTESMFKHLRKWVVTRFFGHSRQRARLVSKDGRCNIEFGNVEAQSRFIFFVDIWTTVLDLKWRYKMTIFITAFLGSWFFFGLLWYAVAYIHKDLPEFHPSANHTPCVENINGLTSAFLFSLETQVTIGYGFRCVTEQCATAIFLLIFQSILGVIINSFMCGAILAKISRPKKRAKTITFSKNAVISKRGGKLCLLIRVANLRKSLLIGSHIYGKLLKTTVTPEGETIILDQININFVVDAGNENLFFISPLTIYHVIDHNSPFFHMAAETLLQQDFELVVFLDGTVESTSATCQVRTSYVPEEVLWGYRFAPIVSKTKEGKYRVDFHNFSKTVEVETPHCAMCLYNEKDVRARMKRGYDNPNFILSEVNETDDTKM
STAT3 activator: increases IL-6 driven STAT3 reporter signal. U3A cells, IL-6 STAT3-luciferase reporter, luminescence; 100% = signal with IL-6 EC80 alone. activation (% of control), % at 5.6 µM. hit rate 0.91% among 190,000;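 active means activation above the screen-wide mean of compound activation plus 3 SD, cut at about 130% in these data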;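 further: 0% = background luminescence of wells with medium and substrate only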
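Material: STAT3-luciferase reporter U3A cells; Probe or stimulus: IL-6 (33 ng/mL); Incubation: compound pre-incubation 1 h before IL-6, then 6 h stimulation at 37 °C; Technique: luminescence from STAT3-driven luciferase reporter; Evaluation: % activation versus median of IL-6-stimulated wells; Controls: IL-6-only high control.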
NF-kB neuron act: raises NF-kB expression in human neuronal cells | hit rate 1.6% among 190,000 | AID 1239 | fold change at 12.5 µM | NF-kB reporter expression; active compounds read high; in the data active means fold change above about 3.3
STAT3 blocker: reduces IL-6 driven STAT3 reporter signal. U3A cells, IL-6 STAT3-luciferase reporter, luminescence; host cell line lacks STAT1. inhibition, % at 5.5 µM. hit rate 0.89% among 190,000. AID 862;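 active means inhibition above the mean inhibition across all screened compounds plus 3 SD, cut at about 44% in these data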;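 further: 0% = DMSO only wells and 100% = 100 µM nifuroxazide control wells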
FLuc inh counter: Photinus pyralis luciferase inhibition counter-screen | ATPLite firefly luciferase biochemical luminescence, 10 min | inhibition, % at 10 µM | hit rate 1.5% among 200,000;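 active means inhibition above about 50% when tested at 10 µM, limit read from the data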
Target sequence (P08659 whole entry, looked up): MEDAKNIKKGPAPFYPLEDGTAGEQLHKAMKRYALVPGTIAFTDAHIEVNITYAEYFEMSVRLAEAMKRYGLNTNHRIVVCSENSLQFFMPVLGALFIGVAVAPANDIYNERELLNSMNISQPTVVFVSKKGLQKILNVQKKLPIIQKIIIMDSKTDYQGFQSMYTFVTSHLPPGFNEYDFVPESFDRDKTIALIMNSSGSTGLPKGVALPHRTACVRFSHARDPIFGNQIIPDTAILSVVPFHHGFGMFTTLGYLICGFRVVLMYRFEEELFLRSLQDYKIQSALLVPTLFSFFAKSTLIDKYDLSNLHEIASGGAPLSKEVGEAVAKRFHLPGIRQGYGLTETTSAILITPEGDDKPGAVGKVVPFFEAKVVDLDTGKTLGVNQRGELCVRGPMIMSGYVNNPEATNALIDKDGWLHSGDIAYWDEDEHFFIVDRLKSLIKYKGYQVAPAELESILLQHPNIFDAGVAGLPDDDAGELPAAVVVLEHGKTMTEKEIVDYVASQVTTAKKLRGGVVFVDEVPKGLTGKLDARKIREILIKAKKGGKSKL
FLuc stim CS: firefly luciferase counter-screen for stimulation assays | P08659 | ATPlite luciferase biochemical, luminescence, 10 min; 0 = ATP-free wells, 1 = DMSO control | activation factor at 10 µM | 200,000 tested, under 10 active | AID 1027;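 active means luciferase activation factor, scaled between plate controls, of at least 2 with compound at 10 µM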
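Material: Luciferase/luciferin reagent mix; Doses: test compounds dosed from 2 mM stocks in 100% DMSO; Schedule: 10 min incubation after luciferase reagent addition, room temperature; Measured by: luminescence from luciferase reaction; Read-out: luminescence gain marking luciferase activators.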
STAT1 act: increases IFN-gamma driven STAT1 reporter signal; NIH 3T3 STAT1-luciferase reporter, luminescence; 100% = IFN-gamma alone, no compound; activation (% of control), % at 5.5 µM; hit rate 2.6% among 200,000; AID 932;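 active means activation above the screen-wide mean activation plus 3 SD, cut at about 130% in these data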;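 further: raw ratio to IFN-gamma control signal so 100% means no change and 0% no light; values of inactives mirror those of a sister screen read the other way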
APP transl inh: APP translation inhibition; SH-SY5Y APP 5'UTR-luciferase reporter, luminescence; inhibition, % at 2 µM; hit rate 0.82% among 190,000; AID 1285;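 active means inhibition above a set limit, derived from the sample mean plus 3 SD, cut at about 45% in these data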; further: values of inactives mirror those of a sister screen read the other way
STAT1 blocker: STAT1 signaling inhibition; NIH 3T3 STAT1-luciferase reporter, IFN-gamma, luminescence; inhibition, % at 5.5 µM; hit rate 0.35% among 200,000;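 active means inhibition above a set limit, the mean inhibition across all tested compounds plus 3 SD, cut at about 34% in these data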;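 further: 0% = IFN-gamma with DMSO and 100% = IFN-gamma with 300 µM nifuroxazide; values of inactives mirror those of a sister screen read the other way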
* marks the source's active call; other numbers are inactive results; . = not tested or not shown.

SMILES	APP 5'UTR act	ROMK mod	STAT3 activator	NF-kB neuron act	STAT3 blocker	FLuc inh counter	FLuc stim CS	STAT1 act	APP transl inh	STAT1 blocker
Cc1cc(C)c([N+](=O)[O-])cc1NCC(=O)N1CCN(c2ccccc2)CC1	17	0.93	101	1.1	1	-4	1	98	-18	1
COC(=O)CC(NC(=O)c1ccco1)c1cccc2ccccc12 (configuration not stated)	.	1.5	107	0.95	-2	-1	1	100	.	0
Cn1c(=O)c2c(nc(SCC(=O)N3CCc4ccccc43)n2Cc2ccc(F)cc2)n(C)c1=O	-7	.	101	.	1	.	.	99	7	6
Cc1ccc(C(=O)Nc2ccc3c(c2)OCO3)cc1S(=O)(=O)N1CCCCC1	19	-2.7	97	1.3	7	5	1	116	-19	-17
O=C(c1ccccc1)c1c[nH]c(C(=O)NCCCn2ccnc2)c1	10	.	109	1.1	-4	-5	1	102	-10	-2
COc1cc(C(C)=O)ccc1OCC(=O)c1cc(C)n(C2CC2)c1C	-8	1.5	89	0.8	18	5	1	93	8	8
O=C(Nc1cccc2c1[nH]c1ccccc12)C(F)(F)F	-4	.	83	1.7	23	1	1	104	4	-4
Cc1nc(C)n(CC(O)COc2ccc(C(=O)c3ccccc3)cc2)n1 (configuration not stated)	0	.	84	1	23	-7	1.1	90	0	11
COc1cc(CSC)nc(-c2ccccc2)n1	-4	.	92	1.1	13	-5	1.1	90	4	9
Cc1ccc(NC(=O)N2CCN(Cc3ccc4c(c3)OCO4)CC2)cc1	-1	-2.4	97	0.98	11	1	1	103	1	-3
Cc1cc(NCCCO)n2nc(-c3cccs3)cc2n1	-2	1.2	87	1.1	20	11	0.9	101	2	-2
Cc1nnc2sc(-c3csc4c3CCCC4)nn12	1	.	83	1.1	25	-5	1	108	-1	-8
CC(=O)Nc1ccc(S(=O)(=O)NC2(C(F)(F)F)NC(=O)N(c3ccc(Cl)cc3)C2=O)cc1 (configuration not stated)	1	0.97	105	1.1	-2	-4	1	96	-1	4
O=C(Nc1ccc(-n2cnnn2)cc1)C1CCC1	7	-0.27	96	1.1	7	7	0.9	92	-7	8
OCCCNc1nc(-c2ccc(Cl)cc2)nnc1-c1ccc(Br)cc1	4	-0.57	99	1.4	6	-5	1	107	-4	-8
CCc1ccc(N2C(=O)CC(N3CCN(Cc4ccc5c(c4)OCO5)CC3)C2=O)cc1 (configuration not stated)	-18	-1.1	98	1.5	4	-5	1.1	101	18	-2
Cc1ccc(CNC(=O)C2COc3ccccc3O2)cc1 (configuration not stated)	1	-0.062	111	1.6	-8	0	1	110	-2	-12
NC(=O)C(=O)N/N=C/c1cccc(C(F)(F)F)c1	-7	-1.3	96	1.1	6	-5	1	112	7	-16
COCCN(Cc1cc2c(C)cc(C)cc2nc1Cl)C(=O)c1ccccc1F	10	-0.78	95	1.3	13	-10	1.1	97	-10	3
O=C(COc1ccccc1[N+](=O)[O-])Nc1ccc(N2CCN(C(=O)c3cccs3)CC2)cc1	7	-0.84	81	0.61	26	-7	1.1	92	-7	8
COc1ccc(/C=C2\SC(=O)NC2=S)cc1OC	1	.	115	1.1	-15	4	1	100	-1	0
CC1=C(C)CC(C(=O)Nc2nc(-c3ccc(C)cc3C)c(C)s2)C(C(=O)O)C1 (configuration not stated)	9	.	104	1.2	-4	-2	1	98	-9	3
O=C(NCCN1CCCC1)c1ccccc1Cl	15	0.65	101	1.2	4	0	1	91	-15	8
COc1ccccc1NC(=S)Nc1ccccn1	-6	.	92	1.2	9	0	1	100	6	0
CC12CCCCC1N(O)C(=O)C(=O)N2O (configuration not stated)	3	.	104	1	-10	-4	1	99	-3	1
Cc1cccc(C)c1NC(=O)c1ccc(CN2CCc3ccccc3C2)cc1	9	.	79	0.74	35	-4	1	97	-9	3
CC1=C(C(=O)N(C)C)C(c2ccc(C)s2)NC(=S)N1 (configuration not stated)	16	.	99	0.99	3	-4	1	98	-16	1
CCOC(=O)c1ccc(NS(=O)(=O)c2ccc3c(c2)oc(=O)n3C)cc1	-2	.	96	1	10	-5	1.1	98	2	2
O=C(Cc1cccc2ccccc12)N/N=C/c1ccncc1	10	-6.6*	99	0.92	6	0	1	97	-10	1
Cc1ccc(N2C(=O)CC(Nc3ccccc3)C2=O)cc1 (configuration not stated)	-2	0.23	100	1.2	4	-3	1	97	2	4
CCC(=O)NCCC(c1ccco1)c1ccccc1OC (configuration not stated)	11	0.053	102	1	1	-1	1	101	-11	-1
CCc1cc2c(NCc3ccco3)ncnc2s1	10	-3.9*	79	0.79	32	-8	1.1	83	-10	19
COc1ccccc1OCCNC(=O)c1ccc(S(=O)(=O)N(C)C)cc1	8	0.039	104	1.2	0	-8	1.1	101	-8	-1
CCOc1ccccc1N1CC(C(=O)Nc2cccc(S(=O)(=O)N3CCCCC3)c2)CC1=O (configuration not stated)	21	0.23	98	1.1	4	-3	1	87	-21	12
CCc1nnc(NC(=O)CSc2nnc(CSc3nc(C)cc(C)n3)o2)s1	0	-0.17	107	.	0	-4	1	102	0	-2
CCOC(=O)C1CCN(C(=O)c2ccc(CNS(=O)(=O)c3ccc(OC)cc3)cc2)CC1	36	-1.3	106	1.1	-1	-5	1.1	116	-36	-18
COc1ccc2c(CCNC(=O)CN3C(=O)c4ccccc4C3=O)c[nH]c2c1	-10	0.024	86	0.98	17	-6	1.1	97	10	3
Cc1ccc(C(=O)COC(=O)c2cc(=O)[nH]c3ccccc23)cc1C	-21	-0.23	99	2.6	4	55*	0.4	163*	21	-70
Cc1ccc2nc3c(cc(C(=O)NC4CCCC4)c(=N)n3CCCn3ccnc3)c(=O)n2c1	9	-2	98	0.84	8	-5	1	104	-9	-5
Cc1ccc(NS(=O)(=O)c2ccc(N3CCN(c4ccc(O)cc4)CC3)c([N+](=O)[O-])c2)c(C)c1	10	1.3	94	1.2	9	-3	1	85	-10	15
CCN(CC)S(=O)(=O)N1CCC(C(=O)NCC2COc3ccccc3O2)CC1 (configuration not stated)	6	.	105	1.3	-1	1	1	97	-6	3
Cc1ccc(-c2nc(SCC(=O)c3c(N)n(C)c(=O)n(C)c3=O)n[nH]2)cc1	16	0.32	80	1.1	29	-8	1.1	98	-16	2
COc1ccc(Nc2ccc(N3C(=O)CCCC3=O)cc2[N+](=O)[O-])cc1OC	0	0.016	100	0.99	0	-6	1.1	100	0	0
CCN(CC)c1ccc(C=Nc2ccc(C#N)cc2)c(O)c1	-14	-1	97	1.5	10	6	0.9	93	14	6
CCOC(=O)CN1C(=O)COc2ccc(Cl)cc21	4	-0.36	96	1	7	-1	1	104	-4	-4
COc1cc(/C=C2\S/C(=N/S(=O)(=O)c3ccc(C)cc3)NC2=O)c([N+](=O)[O-])cc1OC	1	-0.71	109	1.3	-10	-8	1.1	96	-1	5
COC(=O)c1ccc(C(c2c(N)n(Cc3ccccc3)c(=O)n(C)c2=O)N2CCOCC2)cc1 (configuration not stated)	13	.	95	1.2	16	-2	1	99	-13	1
Cc1ccc(C2N(c3cccc(Cl)c3)C(=O)C3CCCN32)o1 (configuration not stated)	9	.	105	1.1	3	-10	1.1	98	-9	3
CC(c1ccccn1)N(Cc1ccco1)C(=S)Nc1cccc(F)c1 (configuration not stated)	-5	-1	101	0.94	4	-3	1	98	5	3
O=S(=O)(c1ccc(N2CCOCC2)nc1)N1CCOCC1	16	.	100	1.1	4	-4	1	95	-16	6
O=C1NCCN1C(=O)c1ccccc1F	-11	0.83	108	1.3	-4	-8	1.1	96	11	4
COc1ccc(S(=O)(=O)NCCc2csc(-c3cccnc3)n2)cc1	10	.	97	1	12	-8	1.1	100	-10	0
O=C(Cc1coc2ccc3ccccc3c12)NC1CCCc2ccccc21 (configuration not stated)	13	0.12	108	0.87	-5	-4	1	103	-13	-3
COC(=O)c1cccc(Nc2nc3ccccc3nc2C)c1	-2	.	86	0.32	23	-1	1	97	2	3
O=C(c1ccccc1-c1nc(-c2ccccc2)no1)N1CCOCC1	5	.	115	0.87	-15	-2	1	102	-5	-2
C=CCN(CC=C)C(=S)NC(=O)c1ccc(OC)c(Br)c1	-9	.	99	0.98	3	-4	1	96	9	4
O=S(=O)(c1cccc(-c2nc3ccccc3s2)c1)N1CCCC1	18	.	102	1.4	-2	-2	1	110	-18	-11
Cc1ccsc1/C=N/n1cnc2sc(C)c(C)c2c1=O	7	.	99	0.93	8	1	1	126	-8	-28
COC(=O)c1ccc(CN2CCN(Cc3ccc(C(=O)OC)o3)CC2)o1	-3	1	102	1.3	-2	1	1	106	3	-6
C[N+]1=C2CCCCCN2C(O)(c2ccccc2)C1 (configuration not stated)	-9	.	100	0.97	7	-5	1.1	98	9	1

Single records, as listed above. Values in the order: APP 5'UTR act | ROMK mod | STAT3 activator | NF-kB neuron act | STAT3 blocker | FLuc inh counter | FLuc stim CS | STAT1 act | APP transl inh | STAT1 blocker
Profile of CC(c1ccccn1)N(Cc1ccco1)C(=S)Nc1cccc(F)c1 (configuration not stated) → -5 | -1 | 101 | 0.94 | 4 | -3 | 1 | 98 | 5 | 3
Profile of O=C(c1ccccc1-c1nc(-c2ccccc2)no1)N1CCOCC1 → 5 | . | 115 | 0.87 | -15 | -2 | 1 | 102 | -5 | -2
Profile of CCN(CC)S(=O)(=O)N1CCC(C(=O)NCC2COc3ccccc3O2)CC1 (configuration not stated) → 6 | . | 105 | 1.3 | -1 | 1 | 1 | 97 | -6 | 3

The list goes on.
SMILES	APP 5'UTR act	ROMK mod	STAT3 activator	NF-kB neuron act	STAT3 blocker	FLuc inh counter	FLuc stim CS	STAT1 act	APP transl inh	STAT1 blocker
O=C1c2ccccc2C(=O)N1CC(O)CNc1ccc(Br)cc1 (configuration not stated)	11	.	90	1	12	-1	1	92	-11	9
CCOC(=O)N1CCN(C(=O)CCl)CC1	-19	0.46	102	1.1	7	-2	1	79	19	23
O=C(CC(=O)Nc1ccccn1)Nc1ccccn1	0	0.03	102	1.6	-2	0	1	100	0	0
CC(=O)c1ccc(N2CCN(C(=O)Nc3ccc(C)cc3)CC2)cc1	23	0.32	97	1	8	-7	1.1	96	-23	1
Cc1ccnc(NC(=S)NC(=O)c2ccco2)c1	149*	.	101	4.7*	9	61*	0.4	130*	-149	-33
CCCC(=Nc1ccc(N)cc1)C1=C(O)C(C(=O)OC)C(C)(C)CC1=O (configuration not stated)	-8	.	88	0.83	17	0	1	101	8	-1
Cc1cc(C)n(-c2nnc(C)n2/N=C/c2ccccc2OCc2ccccc2Cl)n1	1	.	90	1.3	18	-6	1.1	99	-1	1
O=C(COC(=O)CCC(=O)c1ccc2c(c1)OCCO2)NCc1ccc2c(c1)OCO2	1	.	105	1	-2	27	0.7	99	-1	2
O=C(Nc1ccc([N+](=O)[O-])cc1)C1(c2ccccc2)CCOCC1	1	.	100	0.92	-1	-3	1	115	-1	-17
O/N=C/c1ccc(OCC(O)COc2ccc(/C=N/O)cc2)cc1	-13	1.6	103	2	-4	2	1	103	14	-1
CN(C)CCC(c1ccccc1)c1ccccn1 (configuration not stated)	4	.	106	1	-4	-1	1	104	-4	-4
CC(C)(C)c1cc(=O)n2c(C#N)c(C#N)nc2[nH]1	-13	.	111	1	-9	-7	1.1	104	13	-5
O=c1[nH]nc2n1CCCCC2	9	0.39	101	1.2	7	-7	1.1	105	-9	-6
CCN(C(=O)Cc1ccc(Br)cc1)C1CCCCC1	19	0.27	108	1	-11	-8	1.1	103	-19	-3

The order is random. About 7.1% of those tested had a hit in this group.
